# IL2 activator – qHTS of IL-2 Activators; IL-2 activation reporter assay, cell-based qHTS; stimulated with anti-CD3/CD4/CD28 beads; in transgenic mouse T cells; activation, % (series mostly up to about 46 µM); 360,000 compounds, 0.065% hits; AID 652025, 2013; in the data active = activation above about 50%; inconclusive = mostly about 30% to 49%; also: 0% is about no effect
#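 Quantitative HTS in unstimulated transgenic mouse T cells, with memory T cells as non-tolerant control and PMA/ionomycin as tolerance-bypass control. Compound pretreatment lasted 60 minutes before 18 h bead stimulation; EGFP/DsRed fluorescence read.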
# TGFb inhibitor – qHTS for Inhibitors of TGF-b. HepG2 CAGA-GFP TGF-b/SMAD3 reporter, GFP fluorescence, 18 h; TGF-beta stimulated, 500 pg/mL final. Potency, µM (highest dose often 46.1 µM), inactives show top-dose activity, negative = inhibition, actives largely listed as inhibitors. 410,000 compounds, 1.2% hits; also: potency is read from the fitted curve at half-maximal effect; % is scaled to controls: 0 for no effect and ±100 for the full control effect; nearly all actives have a fitted effect of over 65% in size
#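 TGF-beta reporter screen: HEPG2 CAGA-GFP, 1% FBS, 500 pg/mL TGF-beta final, 18 h; per-cell GFP summed per well; curves fitted and categorized by class.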
# ATXN2 expr inh – Primary qHTS for Inhibitors of ATXN expression; HEK-293 ATXN2-luciferase reporter, luminescence, 24 h; Potency, µM (doses to about 57 µM), for the others: top-dose activity change, negative = inhibition, most hits filed as inhibitors; 360,000 compounds, 0.72% hits; AID 1745845, 2022; also: potency is read from the fitted curve at half-maximal effect; % is scaled to controls: 0 for no effect and ±100 for the full control effect; nearly all actives have a fitted effect of over 55% in size
#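 ATXN2-luciferase reporter cells (luciferase flanked by upstream and downstream ATXN2 gene portions) were treated 24 h at 37 °C with compounds at up to 57 uM. SteadyGlo luminescence gave expression; GF-AFC fluorescence gave viability.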
# A549 viability – Nrf2 qHTS screen for inhibitors: counterscreen for cytotoxicity. A549 ARE-Fluc cells, CellTiter-Fluor viability, 18-24 h. Potency, µM (titrated, usually from 46 µM), for inactives: at the highest dose activity change, negative = cytotoxicity, hits mostly inhibitors. 390,000 compounds, 0.16% hits; also: potency is read from the fitted curve at half-maximal effect; % is scaled to controls: 0 for no effect and ±100 for the full control effect
#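 Cytotoxicity counterscreen: CellTiter-Fluor fluorescence was measured in A549 ARE_Fluc cells after 18-24 h of compound exposure in a concentration series. The subsequent BugLite luminescent read reports ARE-luciferase activity.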
# HepG2 viability – qHTS for Inhibitors of TGF-b: Cytotox Counterscreen | AID 588856, 2011 | Potency, µM (series often up to 46.1 µM), for the others: at the top dose activity change, negative = cytotoxicity, actives largely listed as cytotoxic | HepG2 CAGA-GFP viability, ATP luminescence, 18 h | 410,000 compounds, 0.76% hits; also: potency is read from the fitted curve at half-maximal effect; some results filed as inactive show a strong effect at the top dose
#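 CellTiter-Glo luminescence gave cytotoxicity after 18 hours at 37 degrees C. The cells were HepG2 CAGA-GFP in 1% FBS DMEM, stimulated with 500 pg/mL TGF-beta after compound addition. %Activity was normalised to no-cell wells (complete cell-killing) and DMSO (no toxicity), and curves were fitted and classified.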
# S2 tox – Viability Counterscreen for Primary qHTS for Inhibitors of ATXN expression. S2 cells (HEK-293 line with an ATXN2-luciferase reporter) viability, CellTiter-Fluor protease fluorescence, 24 h. Potency, µM (top dose mostly 56.7 µM), actives largely listed as cytotoxic. 400,000 compounds, 0.49% hits; also: potency is read from the fitted curve at half-maximal effect; nearly all actives have a fitted effect of over 40% in size
# Nrf2 activator – qHTS of Nrf2 Activators. AREc32 ARE-luciferase reporter (MCF7-derived line), luminescence, 24 h. Potency, µM (series often up to 46.1 µM), without a hit: top-dose activation, usual class: activators. 410,000 compounds, 0.31% hits; also: potency is read from the fitted curve at half-maximal effect; % of control where 0% means no effect; nearly all actives have a fitted effect of over 65% in size
#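 ARE activation measured as luciferase luminescence (Steady-Glo, 30 min RT) in AREc32_Fluc cells after 24 hr compound exposure at 37 deg C, 5% CO2; cells seeded overnight at 1000/well in OPTI-MEM, 5% FBS.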
# Nrf2 block – Nrf2 qHTS screen for inhibitors | AID 504444, 2011 | Potency, µM (doses to about 46 µM), without a hit: top-dose activity change, negative = inhibition, actives largely listed as inhibitors | A549 ARE-Fluc reporter, luciferase luminescence, 18-24 h | 360,000 compounds, 2.1% hits; also: potency is read from the fitted curve at half-maximal effect; % is scaled to controls: 0 for no effect and ±100 for the full control effect; nearly all actives have a fitted effect of over 60% in size
#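 A549 ARE_Fluc cells, 5000/well, 5% FBS OPTI-MEM; compounds in dose-response, 18-24 h at 37 °C/5% CO2; CellTiter-Fluor viability read (Ex 405/Em 525), then BugLite luciferase luminescence = Nrf2 activity.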
# EPAC2 agonist – qHTS for Agonist of cAMP-regulated guanine nucleotide exchange factor 4 (EPAC2): primary screen | 360,000 compounds, 0.079% hits | AID 720711, 2013 | Potency, µM (titrated, usually from 154 µM), for inactives: top-dose activation, most hits filed as activators | EPAC2 activation, biochemical qHTS; response scale: 100% = 6.5 mM cAMP response | Rap guanine nucleotide exchange factor 4 (Homo sapiens), Q8WZA2; also: potency is read from the fitted curve at half-maximal effect; nearly all actives have a fitted effect of over 50% in size
# Target sequence (Q8WZA2 whole entry, looked up): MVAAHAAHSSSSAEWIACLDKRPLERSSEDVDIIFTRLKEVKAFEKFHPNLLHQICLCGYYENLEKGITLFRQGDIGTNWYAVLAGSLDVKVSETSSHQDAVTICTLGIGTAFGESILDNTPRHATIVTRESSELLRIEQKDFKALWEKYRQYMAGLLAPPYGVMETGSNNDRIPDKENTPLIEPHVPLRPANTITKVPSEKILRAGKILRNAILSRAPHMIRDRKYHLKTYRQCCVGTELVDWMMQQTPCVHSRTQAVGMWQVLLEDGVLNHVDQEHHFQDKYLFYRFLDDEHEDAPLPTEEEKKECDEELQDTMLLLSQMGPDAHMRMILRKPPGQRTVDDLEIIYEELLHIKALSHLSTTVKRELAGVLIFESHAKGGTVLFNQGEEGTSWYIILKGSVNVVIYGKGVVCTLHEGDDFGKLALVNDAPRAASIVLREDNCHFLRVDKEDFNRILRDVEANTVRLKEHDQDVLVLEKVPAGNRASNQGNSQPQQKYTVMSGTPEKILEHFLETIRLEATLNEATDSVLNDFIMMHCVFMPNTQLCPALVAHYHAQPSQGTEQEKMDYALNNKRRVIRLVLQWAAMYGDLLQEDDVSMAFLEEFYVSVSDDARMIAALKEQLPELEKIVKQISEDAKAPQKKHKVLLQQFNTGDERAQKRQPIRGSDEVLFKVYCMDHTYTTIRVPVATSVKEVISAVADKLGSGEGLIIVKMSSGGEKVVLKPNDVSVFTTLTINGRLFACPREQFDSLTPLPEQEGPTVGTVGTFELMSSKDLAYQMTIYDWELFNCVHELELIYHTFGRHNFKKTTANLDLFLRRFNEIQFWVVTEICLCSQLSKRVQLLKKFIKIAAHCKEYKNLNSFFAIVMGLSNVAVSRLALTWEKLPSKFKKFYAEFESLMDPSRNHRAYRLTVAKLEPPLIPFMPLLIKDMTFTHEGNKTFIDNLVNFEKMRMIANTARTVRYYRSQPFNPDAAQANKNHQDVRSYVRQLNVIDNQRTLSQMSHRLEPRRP
#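 Each well held 100 nM EPAC2, 250 nM RAP1B-BODIPY-GDP and 50 uM GDP. Fluorescence, read at 5-min intervals to 30 min, was referenced to a 6.5 mM cAMP positive control.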
# * marks the source's active call; other numbers are inactive results; i = inactive; ? = inconclusive; . = no result given; [ ] = another dose, or the depositor's remark. Unless noted, calls follow the shape of the dose curve; as a rule, active = well fitted curve in the direction sought with a large enough effect; inconclusive = small, poorly fitted or top-dose-only effect, or another doubt; inactive = no such curve, though single readings can be large; an effect the other way counts as inactive or inconclusive. The order is random. Share with any hit: about 4.3%.
SMILES,IL2 activator,TGFb inhibitor,ATXN2 expr inh,A549 viability,HepG2 viability,S2 tox,Nrf2 activator,Nrf2 block,EPAC2 agonist
Cc1c(C(=O)NCCCN2CCCC2=O)oc2ccc(S(=O)(=O)N3CCOCC3)cc12,-0.7,-11%,1%,5%,-3%,i,0.3%,-29%,7%
Cc1noc(C)c1C(=O)Nc1nc(-c2ccccc2Cl)cs1,-2.6,?,15%,5%,5%,?,6.1%,-23%,1%
CCCn1c(=O)c2sccc2n2c(CCCC(=O)N3CCN(c4cccc(C)c4C)CC3)nnc12,.,?,.,-3%,-3%,.,0.0%,?,.
CCOC(=O)C1(CC2CCCCO2)CCN(S(=O)(=O)c2ccc(OC)cc2)CC1 (centres undefined),1.3,1%,-15%,4%,0%,.,0.3%,-9%,8%
CCCC[C@@H]1C[C@H]1[C@@H](NC(=O)c1ccccc1)c1ccccc1C(F)(F)F,-0.4,2%,7%,1%,-28%,i,3.7%,-17%,-11%
CCOC(=O)CNC(=O)C1CCCc2c1[nH]c1ccc(Cl)cc21 (centres undefined),4.3,-6%,-15%,-7%,-5%,i,0.0%,-22%,4%
CCc1nc(N)c(C#N)c(-c2cccn2C)c1C,-1.0,5%,3%,-1%,-13%,i,-0.3%,-15%,-3%
COc1ccc(S(=O)(=O)NC(=O)C2(C)CCN2C(=O)Cc2cc(C)cc(C)c2)cc1 (centres undefined),0.3,7%,6%,.,9%,i,-0.1%,.,10%
Cc1ccc(CNC(=O)CSc2nnc(CNC(=O)c3ccccc3)o2)cc1,3.5,7%,4%,8%,-3%,i,-0.4%,-19%,0%
COc1ccc(CCC(=O)OCc2csc(CC(=O)Nc3ccc(C)cc3)n2)cc1OC,0.6,-1%,-13%,-2%,9%,i,2.7%,4%,8%
Cn1c(CC(=O)NNC(=O)c2ccccc2[N+](=O)[O-])nc2ccccc21,1.5,-5%,.,-12%,-2%,i,-0.4%,-1%,1%
COc1ccc(CCNC(=O)c2ccc(Cl)cc2)cc1,4.1,-5%,2%,-24%,-5%,i,-0.8%,-8%,4%
Cc1cc(C(C)(C)C)nc2[nH]n(-c3ccccc3)c(=O)c12,1.2,8%,-6%,2%,-18%,i,-0.1%,-11%,5%
COC1CCCN(C(=O)c2ccc3oc(Cc4ccc(Cl)cc4)nc3c2)C1 (centres undefined),-2.2,-22%,-10%,-2%,0%,i,3.0%,1%,2%
Cc1cc(-c2nnc(CCC(=O)NC(C)c3cccc4ccccc34)o2)no1 (centres undefined),0.0,6%,22%,-2%,6%,i,-0.1%,4%,3%

# Reprinted from the listing (8 entries):
SMILES,IL2 activator,TGFb inhibitor,ATXN2 expr inh,A549 viability,HepG2 viability,S2 tox,Nrf2 activator,Nrf2 block,EPAC2 agonist
Cc1c(C(=O)NCCCN2CCCC2=O)oc2ccc(S(=O)(=O)N3CCOCC3)cc12,-0.7,-11%,1%,5%,-3%,i,0.3%,-29%,7%
Cc1noc(C)c1C(=O)Nc1nc(-c2ccccc2Cl)cs1,-2.6,?,15%,5%,5%,?,6.1%,-23%,1%
CCCn1c(=O)c2sccc2n2c(CCCC(=O)N3CCN(c4cccc(C)c4C)CC3)nnc12,.,?,.,-3%,-3%,.,0.0%,?,.
CCOC(=O)C1(CC2CCCCO2)CCN(S(=O)(=O)c2ccc(OC)cc2)CC1 (centres undefined),1.3,1%,-15%,4%,0%,.,0.3%,-9%,8%
CCCC[C@@H]1C[C@H]1[C@@H](NC(=O)c1ccccc1)c1ccccc1C(F)(F)F,-0.4,2%,7%,1%,-28%,i,3.7%,-17%,-11%
CCOC(=O)CNC(=O)C1CCCc2c1[nH]c1ccc(Cl)cc21 (centres undefined),4.3,-6%,-15%,-7%,-5%,i,0.0%,-22%,4%
CCc1nc(N)c(C#N)c(-c2cccn2C)c1C,-1.0,5%,3%,-1%,-13%,i,-0.3%,-15%,-3%
COc1ccc(S(=O)(=O)NC(=O)C2(C)CCN2C(=O)Cc2cc(C)cc(C)c2)cc1 (centres undefined),0.3,7%,6%,.,9%,i,-0.1%,.,10%

# Going on with the list:
SMILES,IL2 activator,TGFb inhibitor,ATXN2 expr inh,A549 viability,HepG2 viability,S2 tox,Nrf2 activator,Nrf2 block,EPAC2 agonist
COc1ccc(C(=O)Cn2c(=O)c(-c3cc(C)ccc3NC(C)=O)nc3ccccc32)cc1,.,2%,.,7%,4%,.,0.0%,1%,.
COc1cc2c(cc1OC)C(COc1ccc(F)cc1)N(C(=O)c1ccc(S(=O)(=O)N3CCCC3)cc1)CC2 (centres undefined),.,9%,7%,-2%,-12%,i,-0.5%,.,.
CC(C)(C)c1ccccc1N=Cc1ccc2ccccc2n1,0.8,-4%,5%,-7%,-25%,i,-1.1%,-9%,5%
CCC1CCCCN1C(=O)CSc1nc2c([nH]c3ccccc32)c(=O)n1-c1cccc(OC)c1 (centres undefined),.,?,?,-27%,-27%,?,0.5%,.,.
COc1ccc(CCNC(=O)c2cc(C3CC3)nc3c2cnn3C(C)C)cc1,0.4,3%,-19%,2%,-7%,i,0.5%,-26%,17%
Cc1cccc(C(C(=O)NC2CCCC2)N(Cc2cccnc2)C(=O)c2csnn2)c1 (centres undefined),0.7,-7%,0%,-10%,-8%,i,0.2%,6%,8%
COc1ccc(S(=O)(=O)Cc2ccc(C(=O)N3CCN(c4ncccn4)CC3)o2)cc1,-2.3,-5%,-9%,-4%,9%,i,-0.9%,-18%,10%
C/C(=N\Nc1cc(N2CCOCC2)ncn1)c1ccc(O)cc1,-0.1,-6%,12%,17%,-10%,i,2.3%,5%,10%
Clc1ccc(OCCCN2CCCC2)cc1Cl,-2.5,-11%,-14%,0%,-2%,i,-0.5%,4%,-2%
Cc1occc1C(=O)Nc1ccc2c(c1)CCC2,-0.9,0%,63%[activator],-1%,-49%,i,0.4%,?,9%
CCOC(=O)c1c(NC(C)=O)c2c3c(sc2n1Cc1cccc(Cl)c1)CCCC3,.,.,.,-1%,2%,.,?,-7%,.
COc1ccc(-n2c(CN3CCN(c4ccccc4)CC3)nc3ccc([N+](=O)[O-])cc3c2=O)c(OC)c1,-0.6,-5%,-12%,2%,-15%,i,8.8%,-11%,6%
CC(NC(=O)c1ccc(Cl)cc1)C1CC2CCC1C2 (centres undefined),-2.9,-1%,7%,3%,-6%,i,-1.1%,-19%,-3%
Cc1c(N(C(=O)CNC(=O)c2ccccc2)C2(C(=O)NC3CCCC3)CCCCC2)c(=O)n(-c2ccccc2)n1C,-1.7,-10%,6%,1%,-6%,i,-0.6%,-7%,6%
CC(Sc1ccc(Cl)cc1)C(=O)NNC(=O)c1ccco1 (centres undefined),-0.9,1%,7%,1%,5%,i,-0.7%,0%,3%
Cc1cc(C)n2nc(Cc3ccccc3)nc2n1,-1.5,-2%,4%,0%,4%,i,0.0%,14%,3%
C=CCn1c(C)nc2c(sc3nc4c(cc32)COC(C)(C)C4)c1=O,-0.1,6%,34%[activator],-3%,-10%,i,1.9%,?,9%
COC(=O)c1ccc2c(c1)NC(=O)C1CCCN21 (centres undefined),1.2,3%,2%,-7%,-1%,i,0.5%,-14%,10%
Cc1ccc(Cc2c(-c3cccc(Cl)c3)nc3ccc(Cl)cn23)cc1,-0.7,?,8%,.,-41%,?,8.2%,.,7%
O=C(CCCN1C(=O)/C(=C/c2ccccc2Cl)SC1=S)NNC(=O)c1ccc(Cl)cc1,-1.3,1%,?,0%,0%,i,-1.5%,8.2µM*,0%
CN(CC(=O)N(C)CC(=O)Nc1c(Cl)cccc1Cl)Cc1ccc(Br)s1,0.9,-9%,.,6%,-22%,i,2.6%,-1%,13%
CC1CN(C(=O)CCC(=O)NCc2ccc(Cl)cc2)c2ccccc2O1 (centres undefined),-2.2,-10%,7%,11%,-27%,i,0.3%,6%,17%
CC(=O)N1CCN(C(=O)CCc2nc3ccccc3c(=O)[nH]2)CC1,-0.2,-16%,-9%,0%,3%,i,0.1%,.,-2%
Cc1ccc(S(=O)(=O)N2c3ccc(S(N)(=O)=O)cc3CC2C)cc1 (centres undefined),-2.8,-2%,-17%,0%,-21%,i,-1.0%,-26%,5%
Cc1cccc(C(=O)NCC(c2ccc3c(c2)OCO3)N2CCN(c3ccccc3F)CC2)c1 (centres undefined),.,?,-33%,-3%,-35%,?,6.1%,.,.
Cc1nc(C)n(CCNC(=O)c2ccco2)n1,1.3,9%,.,0%,-11%,i,-0.4%,7%,10%
Cc1ccc(SCc2nc(-c3ccncc3)no2)cc1,-2.4,12%,27%,-1%,-7%,i,0.8%,-8%,9%
COc1ccc(OC)c(CCNC(=O)c2cccc(NC3=NC4CS(=O)(=O)CC4S3)c2)c1 (centres undefined),-2.0,-4%,-12%,12%,-8%,i,-0.5%,20%,0%

# Compound activity as filed in PubChem BioAssay.
